# Compound activity deposited in PubChem by several laboratories.
# Ecoli viability – bacterial growth inhibition, counter-screen for AddAB inhibitors. inhibition, % at 11.9 µM. 0.27% of 330,000 active. E. coli V3065 growth, OD600 absorbance, 18 h;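 active means inhibition above the campaign's mean inhibition across all tested compounds plus 3 SD, cut at about 9.9% in these data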;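 further: uninfected addAB+ strain grown without phage in ampicillin broth; 0% = DMSO wells and 100% = ciprofloxacin 0.95 µg/ml wells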
# PKA-R2B act – activators of human PKA-R2B complex; AID 504700; P22694+P31323; 0.079% of 340,000 active; PKA-R2B holoenzyme dissociation, Cy5-IP20 fluorescence polarization; R2B truncated from residue 108, S112A mutant; 0% DMSO only, 100% 113 µM cGMP; activation, % at 11.4 µM;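 active means activation above a cutoff set at the mean over all compounds plus 3 SD, cut at about 18% in these data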;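 further: higher means more holoenzyme dissociation and a rise in polarization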
# Target sequence (P31323 whole entry, looked up, other chains not shown, the tested form may be a part): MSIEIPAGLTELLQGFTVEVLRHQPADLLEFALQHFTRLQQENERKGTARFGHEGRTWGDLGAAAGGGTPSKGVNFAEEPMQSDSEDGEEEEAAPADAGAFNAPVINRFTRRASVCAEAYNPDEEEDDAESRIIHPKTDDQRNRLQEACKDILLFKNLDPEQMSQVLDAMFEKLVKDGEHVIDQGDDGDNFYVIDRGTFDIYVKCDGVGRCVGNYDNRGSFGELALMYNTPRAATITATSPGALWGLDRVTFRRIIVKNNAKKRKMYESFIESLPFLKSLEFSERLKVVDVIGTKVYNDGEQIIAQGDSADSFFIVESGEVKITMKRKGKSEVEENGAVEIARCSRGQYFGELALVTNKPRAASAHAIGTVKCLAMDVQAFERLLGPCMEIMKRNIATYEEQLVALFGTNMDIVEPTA
# Mot1-301 SUMO – SUMOylation pathway inhibition by Mot1-301 growth rescue | S. cerevisiae Mot1-301 growth rescue, ATP luminescence, 38.5C; percent above DMSO median, 100 means doubled | growth rescue, % at 18.8 µM | 1% of 320,000 active;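 active means every valid replicate shows activation above 250% relative to neutral control wells; inactive means the rest, any valid replicate at or below 250%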;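 further: OY570 slx delta 5 strain wells were the positive control but not used for scaling; some compounds called inactive have numbers as strong as hits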
# CDK5 inh – CDK5/p35 (human) kinase inhibition. Q00535+Q15078. Recombinant CDK5/p35, ADP-Glo luminescence, 60 min. inhibition, % at 10 µM. 0.01% of 330,000 active;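 active means highest replicate inhibition of at least 50% and at least 75% of replicates reaching 50%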;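 further: plate controls were DMSO neutral control for no effect and GW8510 at 10 µM for full effect; many of its hits are not listed in these tables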
# HTR5A inv ctr – inverse agonist of human HTR5A in OPRM1-OPRD1 counter-screen. P47898. HTR5A cell line, luminescence, inverse agonism. inhibition, % at 9.3 µM. 0.083% of 340,000 active. AID 504634; in the data active means inhibition mostly above about 23%, no sharp cut-off; inactive means mostly below about 18%;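 further: 0% = cells with DMSO and 100% = no-cell wells with DMSO; some compounds called inactive have numbers as strong as hits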
# AddAB inh – less growth of phage-infected E. coli with AddAB | E. coli expressing H. pylori AddAB, absorbance growth | inhibition, % at 11.9 µM | 0.29% of 330,000 active; in the data active means inhibition above about 12%;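 further: 0% = vehicle wells of infected cells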
# Tat transport – blocks Tat-dependent protein export in E. coli. E. coli MC4100 TorA-mCherry Tat export, fluorescence. inhibition, % at 10 µM. 0.036% of 340,000 active. AID 488895;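 active means mean replicate inhibition at least 50% and at least half of replicates individually reaching 50%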;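 further: exported cargo escapes ClpAP degradation while cytoplasmic cargo is degraded and loses fluorescence; 0% = median of neutral control wells and 100% = median of NaSCN control wells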
# DAGLB inh – diacylglycerol lipase beta (human) inhibition. HEK293T DAGLB membrane lysate, EnzChek fluorogenic substrate. inhibition, % at 5.17 µM. 0.059% of 340,000 active. AID 504411; in the data active means inhibition above about 34%;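 further: 0% = enzyme with vehicle and 100% = wells lacking enzyme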
# Target sequence (Q8NCG7 whole entry, looked up): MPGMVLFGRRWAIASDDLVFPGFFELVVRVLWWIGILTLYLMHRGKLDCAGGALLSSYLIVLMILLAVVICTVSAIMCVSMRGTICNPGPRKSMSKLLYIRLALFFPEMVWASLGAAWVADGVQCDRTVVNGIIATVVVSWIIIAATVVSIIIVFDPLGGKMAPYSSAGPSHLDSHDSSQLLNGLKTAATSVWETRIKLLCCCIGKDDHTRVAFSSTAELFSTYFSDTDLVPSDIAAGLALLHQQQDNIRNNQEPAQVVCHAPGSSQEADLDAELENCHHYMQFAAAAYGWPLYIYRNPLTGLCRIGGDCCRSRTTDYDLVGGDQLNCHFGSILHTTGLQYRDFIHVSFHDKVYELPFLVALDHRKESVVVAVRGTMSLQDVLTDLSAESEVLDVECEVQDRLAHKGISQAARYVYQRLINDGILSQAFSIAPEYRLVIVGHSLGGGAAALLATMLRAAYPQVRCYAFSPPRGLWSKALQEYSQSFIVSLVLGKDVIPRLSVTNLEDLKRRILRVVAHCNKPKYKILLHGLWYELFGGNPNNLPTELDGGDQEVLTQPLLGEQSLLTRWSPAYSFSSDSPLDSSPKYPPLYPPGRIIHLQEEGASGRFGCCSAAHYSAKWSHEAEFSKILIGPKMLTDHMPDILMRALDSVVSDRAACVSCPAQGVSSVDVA
# phage Ecoli inh – E. coli growth loss with phage present; growth absorbance; inhibition, % at 11.9 µM; 0.26% of 360,000 active; AID 651602; in the data active means inhibition above about 11%
# HTR5A ag – counter-screen for OPRM1-OPRD1 agonists: human HTR5A agonism; P47898; HTR5A agonist assay, luminescence, cell-based; activation, % at 9.3 µM; 0.61% of 340,000 active; AID 504692; in the data active means activation mostly above about 9.5%, no sharp cut-off; inactive means mostly below about 7.6%;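 further: 0% = cells with vehicle only and 100% = reference agonist; strong numbers were not always called active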
# PKA-R1A act – PKA-R1A complex activation. PKA-R1A dissociation, Cy5-IP20 fluorescence polarization; scaled: DMSO 0%, 113 µM cGMP 100%. activation, % at 11.4 µM. 0.083% of 340,000 active. AID 504707;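 active means percent activation above the mean of all tested compounds plus 3 SD, cut at about 19% in these data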;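 further: higher means more PKAc released from R1A so a rise in polarization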
# Numbers without * were called inactive; . = no result given.
SMILES,Ecoli viability,PKA-R2B act,Mot1-301 SUMO,CDK5 inh,HTR5A inv ctr,AddAB inh,Tat transport,DAGLB inh,phage Ecoli inh,HTR5A ag,PKA-R1A act
O=C(NN1C(=O)c2ccccc2C1=O)C1CC2CCC1C2 (stereo not drawn),-1.8,3.1,-7.2,-0.7,-18.7,2.7,-9.7,-4.6,3.1,14.4*,5.9
c1ccc(-c2ccccc2OCCn2cncn2)cc1,-1.0,7.0,2.1,-0.7,3.7,1.5,0.5,-0.1,1.3,-1.0,0.9
Cc1cccc(CNC(=O)C2CCC(=O)N(Cc3ccccc3F)C2)n1 (stereo not drawn),.,-0.2,.,-2.0,10.7,.,-3.1,1.1,1.2,-1.5,-16.3
CC(=O)Nc1ccc(Cc2ccncc2)cc1,-1.3,-4.4,-21.2,0.1,-16.8,1.5,-7.3,-1.2,0.6,-1.3,-5.9
O=C1CC(SCCO)C(=O)N1c1ccccc1 (stereo not drawn),2.2,1.4,-21.2,-1.1,12.3,1.0,-6.9,2.6,1.8,2.2,3.7
CCCn1nnnc1SCC(=O)NCc1ccccc1,1.8,0.6,6.4,-0.3,16.2,1.9,13.9,1.0,-3.5,-2.6,2.8
CCCn1c(SCC(=O)Nc2ccc(NC(=O)CC)cc2)nc2c1c(=O)n(C)c(=O)n2C,-1.1,14.7,69.7,-1.2,-12.2,2.8,1.5,0.9,2.2,0.9,1.1
O=C(NC1=NCCS1)C1CC(=O)N(c2ccc(Cl)cc2)C1 (stereo not drawn),1.9,-3.3,-19.6,-0.2,3.8,3.0,4.3,3.2,3.8,7.3,-7.0
CCCS(=O)(=O)N1CCN=C1SCc1cccc2ccccc12,2.0,-15.7,-12.7,-0.6,-12.1,1.8,-3.4,-0.4,1.8,4.3,-5.8
COc1ccccc1/C=C/C1=NC(=C\N(C)C)/C(=O)O1,-2.5,7.2,15.0,-1.2,15.4,4.4,-2.9,-0.5,3.2,6.1,4.2
CCOC(=O)CNC(=O)CSc1ncnc2c1cnn2-c1ccc(OC)cc1,0.8,-5.2,-4.1,-0.3,-1.8,-0.8,6.0,-1.1,-0.9,-1.8,-7.0
CC(C(=O)Nc1cccc(Br)c1)c1ccc([N+](=O)[O-])cc1 (stereo not drawn),0.7,0.5,7.8,0.3,-11.1,1.3,-0.4,-1.7,5.0,-0.4,-3.4
COc1ccc(NC(=S)N2CCN(Cc3ccc(C)cc3)CC2)cc1,1.5,-11.2,-8.9,0.2,1.7,2.6,0.3,0.6,2.4,-0.4,5.1
Cc1ccccc1C(=O)Nc1ccc2c(c1)nc(CCNC(=O)c1ccco1)n2C,0.5,3.8,1.2,3.0,-16.0,2.6,0.3,-0.4,0.0,1.6,-10.2
Cc1ccc(Cn2cc(C(=O)NN)c(=O)c3ccc(F)cc32)cc1,-1.6,-0.1,-0.1,-1.5,17.8,-2.2,1.7,4.5,2.7,-5.0,0.2
CC(C)c1csc(CN2CCC(CO)(Cc3ccccc3)CC2)n1,2.0,-2.3,28.2,0.5,1.4,2.9,-10.5,-3.8,5.1,3.1,-5.4
Cc1nnc2ccc(-c3ccc(NC(=O)c4ccco4)cc3)nn12,-2.7,-3.2,-10.9,1.8,-8.3,0.0,-6.8,0.7,3.0,2.6,-16.6
COc1cccc(NS(=O)(=O)c2c(C(=O)N3CCCCCC3)c(C)n(C)c2C)c1,1.8,-0.2,-4.2,-0.3,-1.3,-1.1,-0.5,-0.3,1.6,4.6,-0.9
COc1ccc(CNc2ncnc3ccccc23)cc1,0.1,-0.1,-20.3,-0.3,-9.9,3.9,15.8,3.1,4.2,-0.4,10.1
COc1ccc(CNC(=O)c2ccc(Cn3nc(C)c([N+](=O)[O-])c3C)o2)cc1,-1.4,0.8,18.9,0.0,4.5,3.4,4.2,1.1,1.3,-1.6,0.7
CC(C)(C)NC(=O)COC(=O)CCC(=O)c1ccc(F)cc1,1.8,-0.1,1.9,0.9,23.9,0.8,-9.5,0.6,0.9,-2.0,-3.8
COC(=O)Cc1ccc(NC(=S)N2CCN(c3cc(Cl)ccc3C)CC2)cc1,2.1,.,291.3,0.2,.,0.1,9.2,.,3.2,.,.
C#CCOc1ccc(C2C(C#N)=C(N)Oc3cc(O)ccc32)cc1 (stereo not drawn),-1.0,-15.2,11.9,0.8,-13.2,3.5,17.1,-1.4,0.0,-2.0,-14.2
O=C(Cn1nnc2ccccc2c1=O)N1CCCc2ccccc21,-1.1,-12.5,-10.8,-0.4,2.5,0.4,-16.8,-0.5,3.7,1.7,3.5
CC(=O)Nc1ccc(Nc2ncnc3c2cnn3-c2cccc(C)c2)cc1,-1.8,0.0,39.8,-0.8,7.7,0.9,4.7,1.1,-0.1,-2.1,-10.8
O=C1OCCN1C(=O)[C@H]1[C@H](c2ccc(F)cc2)C(c2ccccc2)=NN1c1ccc(Br)cc1,0.2,-0.8,.,0.3,-7.9,1.5,-9.5,-1.0,.,2.2,-2.5
COc1cccc(OCC(O)CN(CCO)Cc2ccccc2)c1 (stereo not drawn),0.5,-1.9,36.4,-2.6,-12.2,1.9,4.0,-0.4,2.6,-3.1,-7.0
COc1ccc(OC)c(C(=O)COC(=O)c2c(OC)cccc2OC)c1,-1.1,1.3,-6.0,-1.1,-8.6,2.0,6.1,-0.9,-1.4,5.3,-0.6
CSc1nc(NC(C)C)nc(N2CCOCC2)n1,2.2,0.6,1.2,-2.9,-5.2,0.4,-8.4,-1.9,3.9,0.8,2.9
CCN(C(=O)CSc1nnc(-c2ccco2)n1CC)c1c(N)n(Cc2ccccc2)c(=O)[nH]c1=O,-1.4,1.4,3.6,0.7,17.1,0.4,-5.4,-2.0,-1.1,-7.0,15.2
COc1cc(C(=O)Nc2nc3ccccc3[nH]2)cc(OC)c1OC,-3.6,-11.8,4.6,-1.6,-30.9,-5.8,-5.4,-3.4,-2.1,2.1,-4.6
COc1ccccc1N(CC(=O)Nc1ccc(S(=O)(=O)N2CCOCC2)cc1)S(C)(=O)=O,2.3,4.7,12.5,-0.4,-23.8,0.6,-5.0,-0.7,3.0,8.4,-6.1
O=C(C1CCN(S(=O)(=O)c2cccs2)CC1)N1CCc2ccccc2C1,-1.4,8.3,-16.5,1.5,2.7,0.9,2.1,-2.9,-0.6,1.6,-5.8
Cc1c(C(=O)N2CCCCC2)c(S(=O)(=O)N(C)Cc2ccccc2)c(C)n1C,-1.4,0.8,-3.1,-0.8,2.7,2.2,2.6,1.7,6.2,-2.0,-9.4
COc1ccc(CNC(=O)C(C)N2CCN(c3ccc(C(C)=O)cc3)CC2)cc1 (stereo not drawn),2.7,9.3,-9.9,-1.9,-1.3,1.3,-6.0,0.0,0.6,5.1,8.3
O=C(OCCOCCN=C1NS(=O)(=O)c2ccccc21)c1ccccc1Br,0.6,-7.9,10.7,-0.3,-31.7,3.9,-1.4,-3.0,-2.2,1.1,4.7
CC1=C(C(=O)Nc2ccc(C(=O)NC(C)c3ccccc3)cc2)SCCO1 (stereo not drawn),-0.1,10.0,246.0,-0.7,10.2,0.2,-2.4,-3.2,3.3,-3.5,-7.2
CCN(CCn1cccn1)C(=O)CCc1nnc(CCCc2ccccc2)o1,-0.7,-6.4,238.1,2.1,6.8,-0.5,-7.5,-0.3,3.6,-7.0,-2.2
Nc1nc(N2CCN(c3cccc(Cl)c3)CC2)n[nH]1,-1.8,-7.4,51.5,0.8,-15.9,5.3,-0.4,-0.2,3.8,-1.1,-13.7
CCC(C)(C)C1CCc2[nH]nc(C(=O)NC3CCCC3)c2C1 (stereo not drawn),-1.0,-6.2,150.9,-2.8,-18.2,0.8,-0.1,-2.4,0.6,-1.0,-1.6

# Record cards, as listed above. Order of screens: Ecoli viability | PKA-R2B act | Mot1-301 SUMO | CDK5 inh | HTR5A inv ctr | AddAB inh | Tat transport | DAGLB inh | phage Ecoli inh | HTR5A ag | PKA-R1A act
# C#CCOc1ccc(C2C(C#N)=C(N)Oc3cc(O)ccc32)cc1 (stereo not drawn) reads -1.0 | -15.2 | 11.9 | 0.8 | -13.2 | 3.5 | 17.1 | -1.4 | 0.0 | -2.0 | -14.2
# COc1cc(C(=O)Nc2nc3ccccc3[nH]2)cc(OC)c1OC reads -3.6 | -11.8 | 4.6 | -1.6 | -30.9 | -5.8 | -5.4 | -3.4 | -2.1 | 2.1 | -4.6
# COc1ccccc1N(CC(=O)Nc1ccc(S(=O)(=O)N2CCOCC2)cc1)S(C)(=O)=O reads 2.3 | 4.7 | 12.5 | -0.4 | -23.8 | 0.6 | -5.0 | -0.7 | 3.0 | 8.4 | -6.1

# Other structures follow:
SMILES,Ecoli viability,PKA-R2B act,Mot1-301 SUMO,CDK5 inh,HTR5A inv ctr,AddAB inh,Tat transport,DAGLB inh,phage Ecoli inh,HTR5A ag,PKA-R1A act
CN1N=C2c3ccccc3CCC2C1c1ccc(Cl)cc1 (stereo not drawn),0.3,-4.2,52.5,-6.9,6.9,-0.4,-4.3,-0.7,3.2,-2.4,3.9
O=S(=O)(Nc1nc2ccccc2nc1NCC1CCCO1)c1cccs1 (stereo not drawn),-1.0,-0.4,-13.0,-0.6,8.0,-2.1,2.0,4.8,0.6,0.7,5.5
COC(=O)c1[nH]c2cccc(OC)c2c1NC(=O)CCN1CC(C)CC(C)C1 (stereo not drawn),1.5,-6.0,6.5,1.8,1.5,0.4,-6.6,1.5,0.9,-0.4,10.8
COc1ccccc1N1CCN(C(=O)c2cccc(N3C(=O)NC4CC3(C)Oc3ccccc34)c2)CC1 (stereo not drawn),-1.3,-6.5,4.5,-0.1,-2.5,-0.6,3.5,-0.4,3.4,-1.1,4.3
NS(=O)(=O)c1ccc(-n2nc(C(=O)O)cc2-c2ccc(Cl)cc2)cc1,-2.2,0.8,42.1,1.1,-11.9,0.3,-4.9,0.7,4.0,4.6,-2.6
COc1cc(C(C)=O)ccc1O,-0.6,4.8,-0.3,-1.2,-5.5,-0.5,-2.0,0.1,1.5,1.5,-5.5
Nc1nc(NC(=O)/C=C/c2ccccc2)nn1-c1ccccc1,0.7,-15.9,74.3,0.9,5.5,1.0,-7.7,-1.2,-1.2,-2.0,-7.4
COc1ccc(NS(=O)(=O)c2cccc(C(=O)N3CCC3)c2)cc1,1.9,-10.2,259.2,-0.4,2.6,-1.5,-4.9,-2.4,2.0,-1.0,-1.3
CN(C)C(=O)c1ccc2c(c1)n(C)c(=O)n2C,-0.5,-4.2,6.6,-0.7,4.5,1.0,3.6,-0.8,3.0,1.7,11.6
COc1ccc(-c2cnnc(N/N=C/c3ccc(O)c(OC)c3)n2)cc1,2.8,-15.1,2.3,-0.6,0.2,6.8,13.3,3.3,1.8,-0.1,-8.2
COc1ccccc1C(=O)NCCC(=O)NC(C)CCc1ccccc1 (stereo not drawn),-1.4,-0.5,-7.8,-1.3,-16.3,-1.2,-9.5,3.4,0.7,6.0,-10.0
Cc1ccc(S(=O)(=O)CCC(=O)OCC(=O)Nc2ccc(N3CCOCC3)cc2)cc1,-1.9,4.7,-0.4,0.4,-18.4,-2.9,4.8,1.8,3.4,7.4,0.8
CC1CCCN(c2ccc3nncn3n2)C1 (stereo not drawn),1.3,-2.3,-8.8,-6.7,0.9,1.4,15.8,2.7,2.6,-0.3,1.4
Cc1cccc(C(=O)n2cnnc2N)c1,0.3,-5.2,-15.2,0.1,15.0,3.2,-11.3,-3.6,5.6,0.2,-11.9
Cc1onc(-c2ccccc2)c1C(=O)N/N=C/c1cccs1,0.3,.,-13.7,1.3,.,-0.1,1.3,.,0.3,.,.
